FAS-TE inh: FAS thioesterase domain inhibitors, primary screen, biochemical, fluorescence intensity, uHTS | Fatty acid synthase (Homo sapiens), P49327 | recombinant FAS-TE, OMFH fluorogenic substrate, fluorescence endpoint | inhibition, % at 15 µM | hit rate 0.67% among 360,000 | AID 602261, 2012;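 active means compounds whose normalised, plate-corrected inhibition of enzyme fluorescence in the single-dose primary screen is 50% or more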;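 further: 0% = DMSO with enzyme and 100% = substrate without enzyme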
Target sequence (P49327 whole entry, looked up, the tested form may be a part): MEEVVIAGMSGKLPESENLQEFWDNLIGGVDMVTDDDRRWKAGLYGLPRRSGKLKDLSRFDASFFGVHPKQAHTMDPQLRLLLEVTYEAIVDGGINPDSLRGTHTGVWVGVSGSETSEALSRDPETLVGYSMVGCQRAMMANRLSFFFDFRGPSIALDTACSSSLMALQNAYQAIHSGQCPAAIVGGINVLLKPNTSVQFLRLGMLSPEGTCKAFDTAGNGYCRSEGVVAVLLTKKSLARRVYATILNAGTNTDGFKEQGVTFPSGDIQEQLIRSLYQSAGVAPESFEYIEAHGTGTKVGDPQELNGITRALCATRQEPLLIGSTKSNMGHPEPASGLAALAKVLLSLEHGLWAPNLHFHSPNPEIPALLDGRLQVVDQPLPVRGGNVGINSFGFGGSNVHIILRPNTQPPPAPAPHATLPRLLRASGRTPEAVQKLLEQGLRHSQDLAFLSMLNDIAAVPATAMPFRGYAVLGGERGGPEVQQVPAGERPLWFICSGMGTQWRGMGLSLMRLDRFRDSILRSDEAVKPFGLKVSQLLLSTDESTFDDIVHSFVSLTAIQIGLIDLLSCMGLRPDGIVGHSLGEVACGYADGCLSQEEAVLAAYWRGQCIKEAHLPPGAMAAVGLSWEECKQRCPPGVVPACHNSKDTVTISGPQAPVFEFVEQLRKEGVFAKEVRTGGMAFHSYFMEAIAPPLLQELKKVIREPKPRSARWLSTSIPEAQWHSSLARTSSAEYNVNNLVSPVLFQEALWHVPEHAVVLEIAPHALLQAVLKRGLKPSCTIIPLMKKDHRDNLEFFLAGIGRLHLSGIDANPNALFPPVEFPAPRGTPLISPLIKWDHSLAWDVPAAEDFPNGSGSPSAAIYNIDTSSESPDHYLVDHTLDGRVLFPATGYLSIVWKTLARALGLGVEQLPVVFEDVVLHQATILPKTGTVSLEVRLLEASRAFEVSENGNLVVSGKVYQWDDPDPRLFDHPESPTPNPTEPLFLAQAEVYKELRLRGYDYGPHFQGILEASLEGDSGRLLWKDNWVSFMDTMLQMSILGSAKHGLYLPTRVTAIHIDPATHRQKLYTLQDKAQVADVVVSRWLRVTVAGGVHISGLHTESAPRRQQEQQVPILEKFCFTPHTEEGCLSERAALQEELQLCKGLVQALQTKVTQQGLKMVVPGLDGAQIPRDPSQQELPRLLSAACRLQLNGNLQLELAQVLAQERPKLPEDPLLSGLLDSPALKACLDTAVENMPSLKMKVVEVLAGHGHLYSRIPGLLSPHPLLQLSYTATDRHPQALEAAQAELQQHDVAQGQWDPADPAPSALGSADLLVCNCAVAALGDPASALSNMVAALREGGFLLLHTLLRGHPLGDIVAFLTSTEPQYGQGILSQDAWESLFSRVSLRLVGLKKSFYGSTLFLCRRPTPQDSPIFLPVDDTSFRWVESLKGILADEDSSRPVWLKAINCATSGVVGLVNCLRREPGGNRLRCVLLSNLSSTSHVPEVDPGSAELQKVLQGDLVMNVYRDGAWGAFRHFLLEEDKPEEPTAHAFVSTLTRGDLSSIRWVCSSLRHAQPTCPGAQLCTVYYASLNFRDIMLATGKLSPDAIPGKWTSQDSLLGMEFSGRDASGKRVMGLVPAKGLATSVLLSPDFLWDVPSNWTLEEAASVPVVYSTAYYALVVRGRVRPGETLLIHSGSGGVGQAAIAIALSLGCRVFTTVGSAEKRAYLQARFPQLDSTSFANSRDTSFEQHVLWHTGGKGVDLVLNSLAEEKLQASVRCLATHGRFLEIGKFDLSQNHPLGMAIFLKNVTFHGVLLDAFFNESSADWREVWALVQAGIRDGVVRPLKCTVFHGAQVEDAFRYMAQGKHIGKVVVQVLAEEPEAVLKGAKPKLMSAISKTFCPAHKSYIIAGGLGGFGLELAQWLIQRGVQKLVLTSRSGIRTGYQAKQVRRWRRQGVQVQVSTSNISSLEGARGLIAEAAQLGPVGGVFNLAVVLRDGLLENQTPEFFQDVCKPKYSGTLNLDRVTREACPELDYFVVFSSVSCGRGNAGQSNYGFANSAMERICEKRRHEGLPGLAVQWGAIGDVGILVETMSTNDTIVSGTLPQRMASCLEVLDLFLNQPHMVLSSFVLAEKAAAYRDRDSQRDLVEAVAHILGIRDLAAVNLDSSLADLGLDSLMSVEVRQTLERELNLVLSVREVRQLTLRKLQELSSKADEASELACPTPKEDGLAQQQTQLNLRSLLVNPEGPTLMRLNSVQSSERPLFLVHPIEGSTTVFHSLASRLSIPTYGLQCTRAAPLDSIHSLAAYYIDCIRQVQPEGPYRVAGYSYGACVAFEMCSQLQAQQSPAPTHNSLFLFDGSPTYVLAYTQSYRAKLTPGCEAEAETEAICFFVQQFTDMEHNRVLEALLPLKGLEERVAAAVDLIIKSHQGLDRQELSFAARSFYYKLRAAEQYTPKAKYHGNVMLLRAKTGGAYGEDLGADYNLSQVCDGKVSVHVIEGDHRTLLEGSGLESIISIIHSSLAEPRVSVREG
Rin1 Abl inh: inhibitors of Rin1-Abl protein binding, primary screen, biochemical, TR-FRET; inhibition, % at 7.35 µM; hit rate 0.4% among 360,000; AID 588664, 2011; in the data active means inhibition above about 5%, passing the limit was not always enough
Rpn11 block: Rpn11 (PSMD14) deubiquitinase inhibitors, primary screen, biochemical, fluorescence polarization, uHTS; hit rate 0.59% among 360,000; calls only at 20 µM; human 26S proteasome, Ub4-pepOG fluorescence polarization; 20S core pre-blocked with epoxomicin; AID 588493, 2011;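 active means inhibition at 20 µM, scaled to each plate's controls, above about 33%, limit read from the data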
Neddylation inh: inhibitors of cullin neddylation, primary screen, biochemical, TR-FRET, uHTS, NAE and Ubc12; calls only at 25 µM; hit rate 0.58% among 360,000; in the data active means inhibition above about 36%
CSN deneddyl inh: inhibitors of CSN-mediated cullin deneddylation, primary screen, biochemical, fluorescence polarization, uHTS; AID 651999, 2013; Purified CSN, SCF-Nedd8-OG deneddylation; inhibition, % at 12.5 µM; hit rate 0.38% among 360,000;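 active means pattern-corrected inhibition above about 35%, with an unprinted fluorescence ratio check between 0.5 and 1.5, limit read from the data, passing the limit was not always enough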;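 further: 0% = enzyme with substrate and 100% = substrate without enzyme; some results filed as inactive read as strong as hits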
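Test system: Human Csn5 produced in HEK293T cells | Compound: 12.5 µM single point | Times: 90 min, room temperature | Signal: Fluorescence polarization readout | Read-out basis: % inhibition of substrate cleavage by Csn5 | Controls: no-enzyme wells high, enzyme-with-substrate wells low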
MLLE-PAM2 inh: inhibitors of PABP1 MLLE–PAM2 peptide binding, primary screen, biochemical, fluorescence polarization, FITC-PAM2, GST-MLLE. Polyadenylate-binding protein 1 (Homo sapiens), P11940. inhibition, % at 20 µM. hit rate 0.36% among 360,000. AID 588489, 2011; in the data active means inhibition above about 35%, passing the limit was not always enough;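 further: plate controls were DMSO wells with GST-MLLE for no effect and wells lacking GST-MLLE protein for full effect; some results filed as inactive read as strong as hits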
SKN-1 inh: suppressors of acrylamide-induced Pgst-4::GFP reporter in worms, primary screen, SKN-1 inhibitor project, whole organism, uHTS, GFP/RFP fluorescence ratio, strain VP596 | C. elegans VP596 Pgst-4::GFP/RFP ratio, 24 h | inhibition, % at 21.8 µM | hit rate 0.49% among 360,000 | AID 624304, 2012;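 active means interference check ratio from 0.5 to 1.5 plus GFP to RFP signal ratio inhibition reaching or exceeding a fixed threshold, cut at about 30% in these data, passing the limit was not always enough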; further: some compounds called inactive have numbers as strong as hits
NadD inh: inhibitors of S. aureus NadD, primary screen, biochemical, colorimetric, uHTS; Nicotinate-nucleotide adenylyltransferase NadD (Staphylococcus aureus N315); purified NadD enzyme, colorimetric absorbance read-out; inhibition, % at 20 µM; hit rate 0.78% among 360,000; in the data active means inhibition above about 26%; further: some compounds past the cut are filed as inactive
MT1-MMP act inh: blockers of MT1-MMP proenzyme processing, primary screen, HT1080 RFP-PRO-GFP cells, GFP/RFP fluorescence. Matrix metalloproteinase-14 (Homo sapiens), P50281. GFP/RFP ratio fluorescence, overnight; percent of plate control window, DMSO zero. GFP/RFP ratio change, % at 20 µM. hit rate 0.061% among 360,000;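 active means GFP/RFP ratio change of at least 30% with cell ATP level not reduced by more than half and red fluorescence within 50% of control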; further: strong numbers were not always called active
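system = RFP-PRO-GFP reporter HT1080 cells | dosing = 20 µM single dose, 1% DMSO | timing = overnight cell settling, then overnight compound exposure, 37 °C, 5% CO2 | read-out basis = GFP/RFP fluorescence ratio | controls = DMSO and RFP-L50D-GFP cell wells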
* marks the source's active call; other numbers are inactive results; i = inactive; / = no result given.

No.	Structure	FAS-TE inh	Rin1 Abl inh	Rpn11 block	Neddylation inh	CSN deneddyl inh
1	CC[C@@]1(C(=O)OC)N[C@H](CN(C)S(=O)(=O)c2ccccc2)[C@@H]2C(=O)N(C)C(=O)[C@@H]21	-12	-1	i	i	2
2	O=C(c1cc(S(=O)(=O)N2CCOCC2)ccc1Cl)N1CCc2ccccc2C1	-2	2	i	i	0
3	COc1ccc(CCNC(=O)CNC(=O)c2ccc3c(c2)OCO3)cc1OC	-4	-2	i	i	-2
4	O=C(CCSc1nnc(-c2ccncc2)o1)Nc1cccc2ccccc12	1	-4	i	i	0
5	Cc1ccc(C(=O)NC(C)c2ccc(-n3ccnc3)cc2)c(C)c1 (configuration not stated)	-1	1	i	i	-5
6	CCOC(=O)NC(CC(=O)O)c1ccc(OCC)cc1 (configuration not stated)	-6	-1	i	i	3
7	Nc1cc(SCc2ccc(Cl)cc2Cl)ncn1	11	-1	i	i	1
8	CC(C)(C)c1ccc(COC(=O)Nc2ccc(F)cc2)cc1	-6	-6	i	i	-8
9	COc1ccc(OCCSCc2nnc(NC(=O)Nc3ccc(Cl)cc3)s2)cc1	-1	-4	i	i	-12
10	CCN(c1ccccc1)S(=O)(=O)c1ccc(C(=O)NCCc2ccc(S(N)(=O)=O)cc2)cc1	2	1	i	i	-6
11	CCN(CC)CP(=O)(c1ccccc1)c1ccccc1	-7	0	i	i	6
12	O=c1cc2ncc(-c3[nH]ncc3[N+](=O)[O-])cn2[nH]1	-55	-3	i	i	2

No.	MLLE-PAM2 inh	SKN-1 inh	NadD inh	MT1-MMP act inh
1	10	-11	0	4
2	12	-1	2	2
3	1	14	-2	-2
4	-43	-10	3	5
5	8	9	2	1
6	-1	-12	-4	-1
7	-8	21	2	-5
8	7	-15	-4	3
9	-21	13	4	-2
10	-7	2	0	3
11	11	16	2	2
12	-8	12	-8	1

Continuation:
No.	Structure	FAS-TE inh	Rin1 Abl inh	Rpn11 block	Neddylation inh	CSN deneddyl inh
13	O=C1CCCc2c1[nH]c1ccc(Br)cc21	-3	-2	i	i	3
14	CN(C(=O)Cn1nnc(-c2cccc(C(F)(F)F)c2)n1)C1CCCCC1	8	-1	i	i	-3
15	CCOc1ccc(/C(O)=C2/C(=O)C(=O)N(CCOCCO)C2c2ccccn2)cc1 (configuration not stated)	-4	-2	i	i	-3
16	O=C(O)C1CCN(Cc2cnn(-c3ccccc3)c2-n2cccc2)CC1	-4	-5	i	i	-2
17	COCCNC(=O)C1(C)CCCN(C(=O)c2ccc(OC)c(OC)c2)C1 (configuration not stated)	-6	0	i	i	4
18	O=C(O)CC(NCc1ccco1)C(=O)OCCCl (configuration not stated)	-3	0	i	i	-1
19	O=C(NCC1CCCO1)c1cc(-c2ccccc2)on1 (configuration not stated)	-7	2	i	i	3
20	Cc1ccccc1N=Cc1ccc[nH]1	-6	-2	i	i	-2
21	CCOc1ccc(C(=O)c2nc3c(n2O)CCCCC3)cc1	-3	-1	i	i	2
22	COC(=O)C(Cc1ccc(OC(=O)c2ccc(C)cc2)cc1)N1Cc2ccccc2C1=O (configuration not stated)	10	-3	i	i	2
23	CCc1ccc(CNC(=O)c2nn(C)c3c2CS(=O)(=O)c2ccccc2-3)cc1	42	1	i	i	-2
24	O=c1cc(N2CCN(Cc3ccccc3)CC2)[nH]c(=O)n1Cc1ccc(F)cc1	-4	5	i	i	1

No.	MLLE-PAM2 inh	SKN-1 inh	NadD inh	MT1-MMP act inh
13	2	7	1	0
14	14	-3	-9	0
15	4	11	1	2
16	2	-9	6	-1
17	3	7	2	3
18	3	3	5	-2
19	2	13	6	8
20	2	11	-2	0
21	10	-8	1	2
22	1	-18	-8	0
23	-13	5	-10	2
24	2	7	-2	-2

(more compounds)
No.	Structure	FAS-TE inh	Rin1 Abl inh	Rpn11 block	Neddylation inh	CSN deneddyl inh
25	N#C/C(=C\c1ccc(F)c(Cl)c1)S(=O)(=O)c1ccccn1	-4	0	i	i	6
26	COc1cc(OC)c(-n2c(C)cc(C=O)c2C)cc1Cl	-7	-1	i	i	-9
27	Cc1cccc(-n2ccnc2CN2CCC(CO)(Cc3ccccc3)CC2)c1	-3	-1	i	i	-4
28	CCN(CC)CCN(Cc1cc2cc3c(cc2[nH]c1=O)OCCO3)C(=S)NC	-4	4	i	i	-3
29	Cc1sc2nc(CSc3ccccc3)nc(N3CCOCC3)c2c1C	16	1	i	i	-3
30	CCOc1ccccc1OCc1nn2c(COc3ccccc3)nnc2s1	5	2	i	i	2
31	CN(C)S(=O)(=O)c1ccc(N2CCCC2)c(C(=O)OCC(=O)NC2(C#N)CCCCC2)c1	2	5	i	i	-2
32	COc1ccc(N2C(=O)CN=C2Nc2nc(C)cc(C)n2)cc1OC	-4	-6	i	i	-9
33	Clc1ccccc1CNCC1CCCO1 (configuration not stated)	-6	0	i	i	2
34	Cn1c2ccccc2n2c(=O)c(=O)n(CC(=O)c3ccc(F)cc3)nc12	0	-1	i	i	5
35	NS(=O)(=O)c1ccc(CNC(=O)c2ccc(NS(=O)(=O)c3ccc4[nH]c(=O)[nH]c4c3)cc2)cc1	-6	1	i	i	-3
36	S=C1NCCN1CC1CCN(CCC23CC4CC(CC(C4)C2)C3)CC1	-4	-1	i	i	1

No.	MLLE-PAM2 inh	SKN-1 inh	NadD inh	MT1-MMP act inh
25	1	-8	2	1
26	-5	6	-11	3
27	-4	-1	-3	5
28	33	-7	-1	1
29	1	0	7	-4
30	25	3	0	2
31	2	14	-3	1
32	-13	1	1	0
33	17	-5	-8	4
34	-10	3	-5	-1
35	6	-8	0	0
36	-42	5	-4	10

2 of the compounds above, with each value named:
27: Cc1cccc(-n2ccnc2CN2CCC(CO)(Cc3ccccc3)CC2)c1
  FAS-TE inh: -3
  Rin1 Abl inh: -1
  Rpn11 block: i
  Neddylation inh: i
  CSN deneddyl inh: -4
  MLLE-PAM2 inh: -4
  SKN-1 inh: -1
  NadD inh: -3
  MT1-MMP act inh: 5
28: CCN(CC)CCN(Cc1cc2cc3c(cc2[nH]c1=O)OCCO3)C(=S)NC
  FAS-TE inh: -4
  Rin1 Abl inh: 4
  Rpn11 block: i
  Neddylation inh: i
  CSN deneddyl inh: -3
  MLLE-PAM2 inh: 33
  SKN-1 inh: -7
  NadD inh: -1
  MT1-MMP act inh: 1

(continued)
No.	Structure	FAS-TE inh	Rin1 Abl inh	Rpn11 block	Neddylation inh	CSN deneddyl inh
37	COc1ccccc1N1CCN(C(=O)CCn2c(=O)[nH]c3ccsc3c2=O)CC1	-7	1	i	i	-3
38	CCCC[C@@H]1CCCO[C@@](C(=O)NCc2ccc(C)o2)(C(F)(F)F)C1	-1	1	i	i	-3
39	CS(=O)(=O)c1ccc(C(=O)Nc2ccc(N3CCCCC3)cc2)c(Cl)c1	0	3	i	i	0
40	C#CCNC(=O)C[C@@H]1C[C@@]2(C(=O)OC)CCCCC=C2N(Cc2ccccc2)C1=O	-13	/	/	i	-7
41	CCC(C(=O)N1CCc2ccccc2C1)n1nc(C)n2c(cc3occc32)c1=O (configuration not stated)	-6	-1	i	i	3
42	CCC(C)N(C(=O)CSc1nc(C)c(C)c(C)c1C#N)C1CCS(=O)(=O)C1 (configuration not stated)	4	-1	i	i	1
43	O=S1(=O)CCN(Cc2ccccc2)CC1	-5	-2	i	i	5
44	COc1ccccc1CC(=O)Nc1ccc(Cl)cc1C(=O)O	-4	1	i	i	1
45	CCOC(=O)CN1NC2(CCCCCCC2)NC1=S	-10	3	i	i	1
46	COc1ccc(NC(=O)COC(=O)CCSc2ccccc2)cc1OC	-6	1	i	i	6
47	N#CN=CN1CC=C(c2ccc(Cl)cc2)CC1	-2	0	i	i	-4
48	CCCN1CCN(S(=O)(=O)c2ccc(-n3cnnn3)cc2)CC1	3	0	i	i	1

No.	MLLE-PAM2 inh	SKN-1 inh	NadD inh	MT1-MMP act inh
37	13	28	-5	1
38	-15	-2	-4	-5
39	6	-5	-2	6
40	/	9	-5	5
41	-9	24	8	2
42	-13	-2	0	-1
43	0	8	-2	7
44	1	5	-2	0
45	-59	-2	-6	1
46	24	-17	-5	0
47	12	-5	-3	9
48	7	0	0	4

Profiles from above. Values in the order: FAS-TE inh, Rin1 Abl inh, Rpn11 block, Neddylation inh, CSN deneddyl inh, MLLE-PAM2 inh, SKN-1 inh, NadD inh, MT1-MMP act inh
Listed for COc1ccc(NC(=O)COC(=O)CCSc2ccccc2)cc1OC : -6, 1, i, i, 6, 24, -17, -5, 0
Listed for COc1ccccc1N1CCN(C(=O)CCn2c(=O)[nH]c3ccsc3c2=O)CC1 : -7, 1, i, i, -3, 13, 28, -5, 1
Listed for CCCC[C@@H]1CCCO[C@@](C(=O)NCc2ccc(C)o2)(C(F)(F)F)C1 : -1, 1, i, i, -3, -15, -2, -4, -5
Listed for CCC(C)N(C(=O)CSc1nc(C)c(C)c(C)c1C#N)C1CCS(=O)(=O)C1 (configuration not stated) : 4, -1, i, i, 1, -13, -2, 0, -1

Carrying on.
No.	Structure	FAS-TE inh	Rin1 Abl inh	Rpn11 block	Neddylation inh	CSN deneddyl inh
49	NC(=S)NC1CC2C=CC1C2 (configuration not stated)	-3	0	i	i	-3
50	Cn1nccc1C(=O)Nc1cccc(S(=O)(=O)N2CCOCC2)c1	-8	1	i	i	2
51	Cc1cccc(C(=O)Nc2cccc(C(=O)N/N=C/c3ccccn3)c2)c1	-4	19*	i	i	1
52	Cc1ccc(N2CN(S(=O)(=O)c3cccc([N+](=O)[O-])c3)c3nc4ccccc4nc32)cc1	25	-2	i	i	2
53	CCOC(=O)C(CC)Sc1nnc2c3cc(C)ccc3n(C)c2n1 (configuration not stated)	12	-5	i	i	0
54	CCN(CC)CCCNC(=O)C1CCN(C(=O)c2oc3cc4sc(N(C)C)nc4cc3c2C)CC1	-7	2	i	/	3
55	COC1OC2COC(c3ccccc3)OC2C(O)C1NC(C)=O (configuration not stated)	-5	1	i	i	-2
56	CCOC(=O)N1CCN(S(=O)(=O)N2CCCC(C(=O)NCc3ccccc3OC)C2)CC1 (configuration not stated)	-2	5	i	i	1
57	OC1c2cc(Cl)cc(Cl)c2N=C2CCCN21 (configuration not stated)	-6	-1	i	/	-2
58	CCc1cccc(NC(=O)Cn2c(=O)oc3cc(S(=O)(=O)N4CCOCC4)ccc32)c1	1	6	i	i	-2
59	CC(C)CCn1c(Oc2ccccc2Cl)nc2c1c(=O)n(C)c(=O)n2C	21	-2	i	i	-6

No.	MLLE-PAM2 inh	SKN-1 inh	NadD inh	MT1-MMP act inh
49	-127	-13	-4	3
50	3	-22	-5	0
51	3	-4	-10	-5
52	6	-5	20	12
53	4	-15	-6	1
54	-14	12	-10	4
55	-6	-6	1	-2
56	2	15	-3	2
57	6	19	0	0
58	-1	-4	-2	-4
59	0	6	-3	1
